RGS4-Gao reg: human RGS4-Galphao interaction regulation; P09471; Multiplexed bead flow cytometry, RGS4-Galphao binding; actives lie on both sides; binding response (% of control), % at 10 µM; 220,000 compounds, 0.33% hits; in the data active = binding response below about 49% or above about 150%; inactive = in between;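 also: fluorescent Galphao activated with aluminum fluoride binding bead-coupled RGS4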
ABCG2 block: human ABCG2 inhibition, ABCB1 as counter-screen; IgMXP3 cells, JC-1 efflux, flow cytometry; inhibition, % at 6.6 µM; AID 1325; 190,000 compounds, 0.1% hits; Q9UNQ0;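 active = inhibition above 80%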;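 also: 0% = DMSO and 100% = nicardipine control wells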
Target sequence (Q9UNQ0 whole entry, looked up): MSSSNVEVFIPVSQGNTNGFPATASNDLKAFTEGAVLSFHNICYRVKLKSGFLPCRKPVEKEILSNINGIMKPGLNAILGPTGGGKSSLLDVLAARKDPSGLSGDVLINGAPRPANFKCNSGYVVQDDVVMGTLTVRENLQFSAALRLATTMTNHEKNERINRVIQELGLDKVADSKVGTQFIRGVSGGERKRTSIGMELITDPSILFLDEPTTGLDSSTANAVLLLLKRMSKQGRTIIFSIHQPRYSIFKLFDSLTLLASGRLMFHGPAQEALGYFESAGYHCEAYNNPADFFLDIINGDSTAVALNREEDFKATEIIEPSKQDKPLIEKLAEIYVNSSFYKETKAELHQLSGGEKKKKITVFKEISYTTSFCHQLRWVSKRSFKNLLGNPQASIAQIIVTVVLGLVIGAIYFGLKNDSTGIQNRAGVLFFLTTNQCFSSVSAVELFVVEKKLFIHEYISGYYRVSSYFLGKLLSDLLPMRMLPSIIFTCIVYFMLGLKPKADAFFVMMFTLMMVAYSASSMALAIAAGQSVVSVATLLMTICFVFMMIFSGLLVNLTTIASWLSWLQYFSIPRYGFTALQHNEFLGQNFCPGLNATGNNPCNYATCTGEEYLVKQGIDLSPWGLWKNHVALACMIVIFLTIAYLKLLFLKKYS
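Incubation: cells with compound and JC-1, 10 min at 25 °C, rotating, no wash / Test system: IgMXP3 (ABCG2) plus far-red-tagged CCRF-Adr (ABCB1) cells / Compound dosing: one concentration, 6.6 µM final / Also added: JC-1 fluorescent substrate / Evaluation: efflux inhibition in percent versus controls / Detection: flow cytometry, 530 nm JC-1 signal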
Avidin fluor: avidin bead compound fluorescence profile. Avidin beads, compound fluorescence 488/530 nm, flow cytometry; active compounds read high. fluorescence (KMESF) at 10 µM. 220,000 compounds, 0.38% hits; in the data active = fluorescence above about 47; also: inactives centre near 10
ABCB1 block: human ABCB1 inhibition, ABCG2 as counter-screen. CCRF-Adr cells, JC-1 efflux, flow cytometry. P08183. 190,000 compounds, 0.067% hits. inhibition, % at 6.6 µM; in the data active = inhibition above about 40%;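 also: 0% = vehicle and 100% = reference inhibitor; higher value means more JC-1 retained so stronger ABCB1 efflux block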
Bcl-2 Bim block: disrupts Bim peptide binding to human Bcl-2; inhibition, % at 10 µM; 190,000 compounds, 0.06% hits; P10415; Bead-based flow cytometry, Bim peptide-Bcl-2 binding; in the data active = inhibition above about 40%; inconclusive = no clear call, values can overlap the other calls;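 also: 0% = no compound wells with probe peptide and 100% = reference peptide inhibitor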
Bim-Bcl-B: human Bim-Bcl-B interaction inhibition; Q9HD36; bead-based flow cytometry, Bim peptide-Bcl-B binding; inhibition, % at 10 µM; 190,000 compounds, 0.073% hits; AID 951;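 also: 0% = tracer peptide without compound and 100% = reference inhibitor peptide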
Target sequence (Q9HD36 whole entry, looked up): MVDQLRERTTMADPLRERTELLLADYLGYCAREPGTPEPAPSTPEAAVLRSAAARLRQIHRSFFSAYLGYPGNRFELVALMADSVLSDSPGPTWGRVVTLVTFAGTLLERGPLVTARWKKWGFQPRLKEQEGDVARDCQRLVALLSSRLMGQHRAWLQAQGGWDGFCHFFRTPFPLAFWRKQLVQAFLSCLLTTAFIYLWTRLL
Bcl-XL Bim block: human Bim-Bcl-XL interaction inhibition | Q07817 | Bim peptide-Bcl-XL binding, bead flow cytometry, fluorescence | inhibition, % at 10 µM | 190,000 compounds, 0.04% hits | AID 1007
Target sequence (Q07817 whole entry, looked up): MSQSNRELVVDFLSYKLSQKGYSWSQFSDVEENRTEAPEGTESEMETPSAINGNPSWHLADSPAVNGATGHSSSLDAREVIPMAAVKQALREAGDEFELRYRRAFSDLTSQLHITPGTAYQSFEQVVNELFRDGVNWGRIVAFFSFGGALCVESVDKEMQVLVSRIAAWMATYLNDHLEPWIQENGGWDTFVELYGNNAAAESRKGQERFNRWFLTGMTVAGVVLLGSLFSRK
GSH bead fluor: GSH bead compound fluorescence profile; GSH beads flow cytometry, compound fluorescence 488/530 nm; active compounds read high; fluorescence (KMESF) at 10 µM; 190,000 compounds, 0.25% hits; in the data active = fluorescence above about 89;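 also: glutathione beads carrying GST-tagged Bcl family fusion proteins plus one bare bead set; values are compound well signal with DMSO vehicle wells as background; inactives centre near 16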
RGS7-Gao: modulates binding of RGS7 to human Galphao; binding response (% of control), % at 10 µM; Multiplexed bead flow cytometry; actives lie on both sides; AID 1439; P09471; 220,000 compounds, 0.35% hits; in the data active = binding response below about 49% or above about 150%; inconclusive = no clear call, values can overlap the other calls; inactive = in between;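 also: fluorescent Galphao held in activated GDP-AlF4 state binding bead-coupled RGS7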
Bim-Bfl-1: inhibitors of Bim-Bfl-1 interaction, human; Bead-based flow cytometry, Bim-Bfl-1 binding inhibition; AID 1008; Q16548; 190,000 compounds, 0.12% hits; inhibition, % at 10 µM;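 also: 0% = wells without compound plus tracer and 100% = blocker peptide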
Bim-Bcl-W: human Bim-Bcl-W interaction inhibition; Q92843; bead-based flow cytometry, Bim peptide-Bcl-W binding; 190,000 compounds, 0.02% hits; inhibition, % at 10 µM;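 also: 0% = bound tracer without compound and 100% = peptide blocker; higher means less fluorescent Bim peptide bound to Bcl-W beads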
* marks the source's active call; other numbers are inactive results; ? = inconclusive; · = not tested or not shown. Rule as the data show it, unless noted: active = inhibition above about 40%.

SMILES | RGS4-Gao reg | ABCG2 block | Avidin fluor | ABCB1 block | Bcl-2 Bim block | Bim-Bcl-B | Bcl-XL Bim block | GSH bead fluor | RGS7-Gao | Bim-Bfl-1 | Bim-Bcl-W
O=S(=O)(NN1CCOCC1)c1ccc(Cl)s1 | 103 | 8 | 11 | 1.0 | -3 | -20 | -4 | 13 | ? | 3 | -2
CCc1ccc(NC(=O)c2sccc2-n2cccc2)cc1 | 103 | 1 | 39 | 0.2 | -1 | 0 | -2 | 19 | 99 | -2 | 0
CN(C)c1ccc(N/C(=N\S(=O)(=O)c2cccs2)c2ccccc2)cc1 | 95 | 11 | 9 | 0.8 | -4 | -6 | -10 | 19 | 98 | 1 | -5
COc1ccc(S(=O)(=O)Nc2ccccc2C(F)(F)F)cc1 | 102 | 3 | 11 | 0.9 | 0 | 1 | -1 | 16 | 102 | 0 | 1
Cc1ccccc1OCCCC(=O)Nc1ccc(N2CCOCC2)cc1 | 86 | 0 | 6 | 0.3 | · | -7 | -17 | 22 | 91 | -2 | -5
COc1ccc(Oc2cc(C(F)(F)F)nc(N(C)C)n2)cc1 | 102 | 2 | 7 | 0.3 | 0 | 1 | 0 | 14 | 99 | -6 | 0
COc1ccc2c(c1)CCC/C2=N\OC(=O)c1ccccc1F | 99 | 16 | 21 | 0.3 | -5 | -4 | -4 | 13 | ? | -7 | -2
COc1ccc(CCNC(=O)c2nnn(-c3cccc(C)c3)c2N)cc1OC | 100 | 1 | 43 | -0.2 | -13 | -6 | -2 | 26 | 100 | -15 | 0
CCc1c(C)sc(NC(=O)/C=C/c2ccc3c(c2)OCO3)c1C(=O)OC | 105 | 0 | 4 | -0.8 | 0 | -2 | -5 | 10 | 102 | 0 | 2
Cc1cc(NCc2ccc3c(c2)OCO3)n2nc(C)nc2n1 | 96 | 0 | 20 | -0.1 | 0 | 7 | 5 | 14 | 97 | 0 | 4
CNc1oc(Cc2ccccc2)nc1S(=O)(=O)c1ccccc1 | 90 | -4 | 11 | -0.9 | 1 | 1 | 0 | 16 | 89 | -8 | -2
COc1ccc(S(=O)(=O)N[C@H](C(=O)N2CC[C@@]3(O)CCCC[C@H]3C2)c2ccccc2)cc1 | 105 | 10 | 9 | 2.5 | 0 | 1 | 0 | 22 | 100 | 0 | 0

Three compounds from above, sorted by the number in GSH bead fluor, descending:
Molecule | RGS4-Gao reg | Avidin fluor | Bcl-2 Bim block | Bim-Bcl-B | Bcl-XL Bim block | GSH bead fluor | RGS7-Gao | Bim-Bfl-1 | Bim-Bcl-W
COc1ccc(CCNC(=O)c2nnn(-c3cccc(C)c3)c2N)cc1OC | 100 | 43 | -13 | -6 | -2 | 26 | 100 | -15 | 0
COc1ccc(S(=O)(=O)Nc2ccccc2C(F)(F)F)cc1 | 102 | 11 | 0 | 1 | -1 | 16 | 102 | 0 | 1
O=S(=O)(NN1CCOCC1)c1ccc(Cl)s1 | 103 | 11 | -3 | -20 | -4 | 13 | ? | 3 | -2

New compounds follow.
SMILES | RGS4-Gao reg | ABCG2 block | Avidin fluor | ABCB1 block | Bcl-2 Bim block | Bim-Bcl-B | Bcl-XL Bim block | GSH bead fluor | RGS7-Gao | Bim-Bfl-1 | Bim-Bcl-W
CCOc1ccc(N2C(=O)CC(NCCNc3ccc([N+](=O)[O-])cn3)C2=O)cc1 (stereo unspecified) | 101 | 9 | 9 | 0.1 | -1 | -3 | 0 | 14 | 102 | -7 | -1
Cc1cc(C)c(C(=O)CSc2nc3ccccc3c(=O)[nH]2)cc1C | 101 | 0 | 26 | -0.2 | -3 | -3 | 0 | 15 | 103 | -6 | 1
CCN(CC)c1ccc(S(=O)(=O)N(CC)CC)cc1NC(=O)c1cccnc1 | 103 | 8 | 12 | 1.6 | 2 | -3 | 0 | 11 | 105 | -1 | -2
CCCNS(=O)(=O)c1ccc(OCC(=O)N2CCN(c3ccccc3)CC2)cc1 | 102 | 2 | 10 | 0.5 | -2 | -4 | -2 | 23 | 104 | -10 | -2
Cc1ccc(CNC(=O)C2CNc3cc(C)ccc3O2)cc1 (stereo unspecified) | 103 | 1 | 10 | 0.3 | -4 | -2 | -4 | 17 | 105 | -2 | 0
COc1ccc(-c2csc(NC(=S)NC(=O)c3ccco3)n2)cc1 | 100 | 6 | 12 | -0.1 | -1 | -2 | -3 | 10 | 107 | -6 | -1
CC(=O)NC(CCS(C)(=O)=O)C(=O)Nc1ccc2c(c1)OCO2 (stereo unspecified) | 98 | 0 | 5 | 0.1 | 1 | 3 | 0 | 25 | 92 | 0 | 3
CS(=O)(=O)N1CCN(c2ccc([N+](=O)[O-])c(NCc3cccnc3)c2)CC1 | 99 | 19 | 10 | 1.1 | -3 | -6 | -3 | 17 | ? | -6 | -4
CCN(CC)c1ccc(NC(=O)c2cccc(OC)c2)c(C)c1 | 96 | -1 | 16 | -0.2 | -1 | -4 | 0 | 21 | 98 | 7 | 0
Cc1ccc(C)c2c1cc(C)c1nnc(SCC(=O)c3cccs3)n12 | 100 | -3 | 12 | 0.3 | -8 | -2 | -1 | 10 | 107 | -17 | 0
CS(=O)(=O)c1ccc(SCC(=O)NC2CCS(=O)(=O)C2)c([N+](=O)[O-])c1 (stereo unspecified) | 99 | 4 | 8 | 0.5 | 1 | -4 | 1 | 15 | 108 | 0 | 2
Cc1csc(SC(C)C(=O)NCC(=O)Nc2ccc(F)c(F)c2F)n1 (stereo unspecified) | 96 | 4 | 5 | -0.2 | 1 | -2 | 0 | 10 | 102 | -3 | 1
CC(=O)NC1(C(F)(F)F)N=C2SCCN2C1=O (stereo unspecified) | 97 | 1 | 14 | 0.2 | -9 | -12 | -8 | 35 | 94 | -14 | -2
O=C(CCNC(=O)OCc1ccccc1)NC1CCCCC1 | 98 | 2 | 11 | 1.2 | -3 | 0 | -2 | 10 | 98 | -5 | 0
CCCN1CCN(CCCNC(=S)Nc2ccc(F)cc2)CC1 | 103 | 1 | 12 | 0.4 | -3 | -1 | 0 | 26 | 101 | -5 | 0
CC(=O)NC(CC(=O)Nc1cccc(S(=O)(=O)N2CCCCC2)c1)c1ccccc1 (stereo unspecified) | 100 | 5 | 11 | 0.7 | -12 | -9 | -3 | 29 | 100 | -15 | 1
O=C(O)C1CCCCC1C(=O)NCc1ccncc1 (stereo unspecified) | 98 | 0 | 3 | -0.1 | -3 | -11 | -6 | 10 | 99 | -3 | -5
CCCCc1nc(NCc2ccccc2)c(C#N)c2c1CCCC2 | 100 | 3 | 14 | 0.8 | 0 | -4 | -1 | 6 | 97 | 0 | -2
Cc1nc2ncnn2c(C)c1CCC(=O)NC(C)c1ccc2c(c1)OCCO2 (stereo unspecified) | 104 | 4 | 11 | -0.3 | -9 | -10 | -10 | 36 | 100 | -16 | -2
CON1C(=O)C(=O)N(OC)C2CCCCCC21 (stereo unspecified) | 102 | 0 | 13 | -0.1 | -8 | -6 | -2 | 11 | 100 | -8 | -4
Cc1c(NC(=O)c2nn3c(C(F)(F)F)cc(-c4ccccc4)nc3c2Br)c(=O)n(-c2ccccc2)n1C | 98 | 9 | 3 | 1.8 | 1 | 0 | 2 | 8 | 100 | 1 | 3
COC(=O)c1ccccc1NC(=O)N1CCN(Cc2ccco2)CC1 | 106 | 3 | 11 | -0.3 | -1 | -3 | 0 | 14 | 103 | -6 | -4
Cc1c(C(=O)NCCO)sc2nc3n(c(=O)c12)CCC3 | 101 | 2 | 6 | 0.8 | -5 | -8 | -6 | 15 | 97 | -7 | -2
N#Cc1nc(COc2ccccc2)oc1N1CCCC1 | 102 | 25 | 19 | 1.9 | -14 | -11 | -7 | 14 | 106 | -14 | -2
COc1ccc2ccccc2c1CN1CCN(C)CC1 | 105 | 5 | 8 | 0.8 | 4 | 0 | 8 | 26 | 105 | 5 | 3
O=C(CCS(=O)(=O)c1cccs1)Nc1ccc(C(=O)NC2CCN(Cc3ccccc3)CC2)cc1 | 100 | -2 | 5 | -0.7 | -1 | -6 | -3 | 10 | 105 | -4 | -1
CC(=O)NC1(C2CCCCC2=O)CCCCC1 (stereo unspecified) | 105 | 0 | 5 | 0.1 | 0 | -6 | -4 | 19 | 102 | -12 | 1
C#CCOCCOCCOCCNc1nc(N2CCN(C(=O)Cn3cc(CCCCN)nn3)CC2)nc(N2CCN(C(=O)[C@H](C)n3cc(CCCN=C(N)N)nn3)CC2)n1 | 99 | 1 | 9 | 0.2 | -1 | -7 | -4 | 19 | 98 | -2 | -3
O=C1CC[C@@H](CN(Cc2ccccc2)Cc2cn[nH]c2-c2cc3ccccc3o2)N1 | 102 | 18 | 7 | 3.3 | -4 | -6 | -3 | 14 | 97 | -7 | -3
Clc1ncc(CSc2ccccc2)s1 | 102 | 9 | 9 | 0.4 | 0 | 0 | -1 | 14 | ? | -7 | -5
Cc1cc(C)cc(NC(=O)Nc2ccc(Cl)cn2)c1 | 93 | 8 | 3 | 0.2 | -5 | -3 | -3 | 9 | 89 | -3 | -4
C/C(=N\NC(=O)C(=O)Nc1cccc(C(F)(F)F)c1)c1ccc(Cl)s1 | 97 | 1 | 32 | 0.2 | 2 | 4 | 3 | 12 | 97 | 0 | 1
COc1ccc(N(C)C(=O)CCC(=O)Nc2ccc3nc(N4CCOCC4)cc(C)c3c2)c(OC)c1 | 97 | 4 | 12 | 1.0 | -3 | -4 | -1 | 15 | 97 | -2 | 0
CN(Cc1cccnc1)Cc1cn(C)nc1-c1cccc(Cl)c1 | 99 | -1 | 9 | -0.6 | 0 | -5 | -2 | 10 | 96 | -6 | -1
CN(C)S(=O)(=O)c1cccc(C(=O)NCc2cccs2)c1 | 102 | 1 | 34 | 0.1 | -2 | -2 | -2 | 19 | 101 | -3 | -3
c1cc2c(cc1C1CCCCC1)c1c3n2CCN=C3CCC1 | 129 | 1 | 22 | 0.0 | 1 | -8 | -3 | 18 | 122 | 11 | -2
COc1cc(-n2c(=O)c3ccccc3n(CC(=O)c3ccc(F)cc3)c2=O)cc(OC)c1OC | 94 | 2 | 12 | 1.4 | 2 | 0 | 0 | 62 | 91 | 0 | -1
O=[N+]([O-])c1cc(C(F)(F)F)ccc1Oc1cccnc1[N+](=O)[O-] | 98 | 0 | 3 | 0.3 | -5 | 0 | 0 | 6 | 96 | 1 | -1
NC(=O)C1(N2CCCCC2)CCN(Cc2nc3ccccc3c(=O)[nH]2)CC1 | 100 | 2 | 7 | 0.1 | -3 | 3 | 2 | 14 | 99 | 0 | 1
CCOC(=O)C(/C=C(\C#N)C(=O)OCC)=C(/N)N1CCN(c2ccc(Cl)cc2)CC1 | 104 | 2 | 6 | 0.3 | -5 | -3 | 0 | 62 | 99 | -4 | 4
CN1CCc2c(c3c(n2C)CCN(C)[C@H]3c2ccccc2F)[C@@H]1c1ccccc1F | 106 | 0 | 9 | 0.1 | -2 | -2 | 1 | 8 | 100 | -10 | 2
CCC(C)[C@@H](C(=O)N1CCNCC1)n1cc(CCCN=C(N)N)nn1 (stereo partly specified) | 100 | 0 | 6 | 0.0 | 4 | -4 | 2 | 20 | 98 | -3 | 0
CCOc1cc(C)nc(N2CCCC(C(=O)NCc3ccccc3F)C2)n1 (stereo unspecified) | 105 | 7 | 7 | 1.0 | -10 | -7 | -2 | 15 | 101 | -13 | -2

Assay outcomes from PubChem.
